Screening results deposited in PubChem BioAssay by NCI.
Growth percent in the NCI-60 one-dose screen (48 h, 10 µM unless noted): 100 = growth as untreated, 0 = no growth, -100 = all killed.
COLO 205: COLO 205 colon cancer | 79,000 tested, 7.3% active | AID 1794742
HT29: HT29 colon cancer; 81,000 tested, 7.4% active; AID 1794748
NCI-H226: NCI-H226 lung cancer | AID 1794732 | 79,000 tested, 3.5% active
SW-620: SW-620 colon cancer; AID 1794795; 82,000 tested, 5.2% active
NCI-H322M: NCI-H322M lung cancer | 80,000 tested, 2.7% active
HCT-15: HCT-15 colon cancer | 82,000 tested, 5.2% active
NCI-H460: NCI-H460 lung cancer; 82,000 tested, 6.8% active
NCI-H522: NCI-H522 lung cancer | 78,000 tested, 8% active
NCI-H23: NCI-H23 lung cancer; 80,000 tested, 4% active; AID 1794731
Numbers without * were called inactive; / = no result given; & = joins results of further samples; ! = a repeat was not active; [ ] = dose if it differs, or a comment. How the source made its calls: active means growth percent below 10; inactive means the rest.

Letters – A = COLO 205; B = HT29; C = NCI-H226; D = SW-620; E = NCI-H322M; F = HCT-15; G = NCI-H460; H = NCI-H522; I = NCI-H23
CCO/C=C1\SC(=S)N(c2ccc(O)cc2)C1=O
  A = 112	B = 105	C = 110	D = 96	E = 110	F = 98	G = 101	H = 96	I = 102

Oc1ccc2ccccc2c1CNc1ccc2ccccc2c1
  A = /	B = 105	C = 89	D = 99	E = 83	F = 84	G = 91	H = 95	I = 93

COc1nc2c(c(=O)n1C)C(c1ccc(F)cc1)C=C(C(=O)O)N2 (stereo unspecified)
  A = 111	B = 114	C = 110	D = 103	E = 124	F = 101	G = 108	H = 109	I = 106

C#Cc1nc(C2=C(C)C(O)CC2)cs1 (stereo unspecified)
  A = 118	B = 118	C = 110	D = 121	E = 111	F = 99	G = 113	H = 97	I = /

Cn1c(C(N)=O)cc2c1-c1nc(Nc3ccccc3)ncc1CCC2
  A = 60	B = 70	C = 38	D = 57	E = 47	F = 35	G = 38	H = 33	I = 52

CCCCOC(=O)c1c(C)[nH]c(/C=C2\N=C(c3ccc[nH]3)C=C2OC)c1C
  A = -29*	B = 1.6*	C = -0.1*	D = 12	E = -10*	F = -1.7*	G = 6.6*	H = -41*	I = -11*

FC(F)(F)c1cc(-c2ccc(C3Nc4ccccc4-n4cccc43)o2)cc(C(F)(F)F)c1 (stereo unspecified)
  A = 94	B = 62	C = 82	D = 83	E = 85	F = 49	G = 77	H = 80	I = 88

C=CCn1c(SCC(=O)Nc2ccc(C(=O)/C=C/c3cc(OC)c(OC)c(OC)c3)cc2)nnc1-c1cc(-c2ccccc2)nc2ccccc12
  A = 115	B = 55	C = 88	D = 64	E = /	F = 45	G = 90	H = 79	I = 84

N=c1sc(Cc2ccc(F)cc2)cn1CC(=O)c1ccc(F)cc1
  A = 108	B = 64	C = 82	D = 64	E = 72	F = 48	G = 51	H = 62	I = 77

Cc1ccc(/C=C/C(=O)c2ccc(NC(=O)CSc3nc4[nH]c(=O)n(C)c(=O)c4[nH]3)cc2)cc1
  A = 116	B = 109	C = 85	D = 94	E = 91	F = 98	G = 105	H = 94	I = 97

COc1ccc(Cn2cnc3cc(C(=O)Nc4cccc5ccccc45)ccc32)c(OC)c1
  A = -22*[30 µM]	B = 8.1*[30 µM]	C = 15[30 µM]	D = 23[30 µM]	E = 45[30 µM]	F = 3.1*[30 µM]	G = 1.1*[30 µM]	H = 3.9*[30 µM]	I = 33[30 µM]

O=c1[nH]cnc2c1ncn2-c1ccc(Cl)cc1
  A = 98	B = 105	C = 104	D = 102	E = 104	F = 106	G = 108	H = /	I = 96

CCCCCCCCCCCCCCCc1ccc(Cl)c(O)c1Cl (tested in a mixture with another compound)
  A = 114	B = 88	C = 94	D = 101	E = 107	F = 109	G = 104	H = 83	I = 89

Cc1ccc(/C=C/[C@H]2C[C@@H]2CCO)cc1
  A = 106	B = 102	C = 99	D = 99	E = 104	F = 103	G = 106	H = 99	I = 98

N#Cc1c(-c2ccccc2)cc(-c2ccccc2)n(CCC(=O)Nc2ccccc2N)c1=O
  A = 111	B = 111	C = 97	D = 96	E = 104	F = 100	G = 101	H = 97	I = 94

Reprinted from the part before: 6 entries, followed by the next part.
Letters – A = COLO 205; B = HT29; C = NCI-H226; D = SW-620; E = NCI-H322M; F = HCT-15; G = NCI-H460; H = NCI-H522; I = NCI-H23
Cc1ccc(/C=C/C(=O)c2ccc(NC(=O)CSc3nc4[nH]c(=O)n(C)c(=O)c4[nH]3)cc2)cc1
  A = 116	B = 109	C = 85	D = 94	E = 91	F = 98	G = 105	H = 94	I = 97

COc1ccc(Cn2cnc3cc(C(=O)Nc4cccc5ccccc45)ccc32)c(OC)c1
  A = -22*[30 µM]	B = 8.1*[30 µM]	C = 15[30 µM]	D = 23[30 µM]	E = 45[30 µM]	F = 3.1*[30 µM]	G = 1.1*[30 µM]	H = 3.9*[30 µM]	I = 33[30 µM]

O=c1[nH]cnc2c1ncn2-c1ccc(Cl)cc1
  A = 98	B = 105	C = 104	D = 102	E = 104	F = 106	G = 108	H = /	I = 96

CCCCCCCCCCCCCCCc1ccc(Cl)c(O)c1Cl (tested in a mixture with another compound)
  A = 114	B = 88	C = 94	D = 101	E = 107	F = 109	G = 104	H = 83	I = 89

Cc1ccc(/C=C/[C@H]2C[C@@H]2CCO)cc1
  A = 106	B = 102	C = 99	D = 99	E = 104	F = 103	G = 106	H = 99	I = 98

N#Cc1c(-c2ccccc2)cc(-c2ccccc2)n(CCC(=O)Nc2ccccc2N)c1=O
  A = 111	B = 111	C = 97	D = 96	E = 104	F = 100	G = 101	H = 97	I = 94

Cn1ncc2c(NC(C)(C)CC(C)(C)C)nc(NC(C)(C)CC(C)(C)C)nc21
  A = 111	B = 100	C = 81	D = 98	E = 109	F = 112	G = 96	H = 83	I = 92

CC[C@H](Nc1nc(N)nc(C(F)(F)F)c1C#N)c1nc2cccc(NCc3ccc(C(=O)NO)cc3)c2c(=O)n1-c1ccccc1
  A = 114	B = 114	C = 105	D = 99	E = 100	F = 104	G = 104	H = 93	I = 96

N#Cc1ccc(-c2ccc(COc3ccc(CC4SC(=O)NC4=O)cc3)cc2)cc1 (stereo unspecified)
  A = 103	B = 103	C = 87	D = 80	E = 90	F = 64	G = 70	H = 44	I = 51

C#C[C@@]1(O)[C@@H](CO)O[C@@H](n2cnc3c(-c4ccccc4)ncnc32)[C@@H]1O
  A = 109	B = 101	C = 104	D = 111	E = 104	F = 98	G = 112	H = 95	I = 101

Nc1cccc2c1-c1ccccc1C2=O
  A = 115	B = 94	C = 92	D = 105	E = 94	F = 107	G = 107	H = 57	I = 91

COc1cc2c(cc1-c1c(C)noc1C)ncc1nc(-c3ccccn3)n([C@H](C)COC(F)F)c12
  A = 30	B = 24	C = 58	D = 65	E = 51	F = 23	G = 58	H = 29	I = 61

COC1OC(COC(=O)c2ccccc2)C(OC(=O)c2ccccc2)C(OC(=O)c2ccccc2)C1OC(=O)c1ccccc1 (stereo unspecified)
  A = 102	B = 86	C = 97	D = 107	E = 90	F = 91	G = 106	H = 73	I = 94

c1ccc(CSc2ncccc2-c2nnc(NCCN3CCOCC3)s2)cc1
  A = /	B = 85	C = 96	D = 109	E = /	F = 85	G = 95	H = 54	I = 93

COc1ccc(OC)c(-n2cc(C#N)c(N)c2C(=O)c2ccc(Cl)cc2Cl)c1
  A = 33	B = 4.4*	C = 51	D = 27	E = 77	F = 22	G = 33	H = 7.2*	I = /

COc1cc(/C=C/C(=O)/C=C(O)/C=C/c2ccc(OC(=O)C34CC5CC(CC(C5)C3)C4)c(OC)c2)ccc1OC(=O)C12CC3CC(CC(C3)C1)C2
  A = 112	B = 104	C = 94	D = 98	E = 102	F = 99	G = 108	H = 95	I = 103

CC1([N+](=O)[O-])COCOC1
  A = 133	B = 105	C = 109	D = 109	E = 107	F = 102	G = 106	H = /	I = 106

CN(CCc1ccccc1)c1nc(CCN)nc2ccccc12
  A = 111	B = 97	C = 92	D = 93	E = 104	F = 104	G = 101	H = 92	I = 89

NS(=O)(=O)c1ccc(CCN2C(=O)/C(=C\c3ccc(Br)cc3)C=C2c2ccc(Cl)cc2)cc1
  A = 115	B = 96	C = 104	D = 97	E = 88	F = 93	G = 99	H = 87	I = 98

CCSC(SCC)C(O)C(O)C(O)CO (stereo unspecified)
  A = 114	B = 104	C = 97	D = 107	E = 116	F = 111	G = 106	H = /	I = 109

CCCN1[C@@H]2CC[C@H]1/C(=C\c1cc(OC)ccc1OC)C(=O)/C2=C/c1cc(OC)ccc1OC
  A = 101	B = 71	C = 91	D = 84	E = 90	F = 72	G = 78	H = 67	I = 76

C[C@H]1[C@H](C)CC[C@]2(C(=O)N3CCN(C)CC3)CC[C@]3(C)C(=CC[C@@H]4[C@@]5(C)C/C(=C/c6ccco6)C(=O)C(C)(C)[C@@H]5CC[C@]43C)[C@H]12
  A = 40[100 µM]	B = 26[100 µM]	C = 37[100 µM]	D = 40[100 µM]	E = 52[100 µM]	F = 32[100 µM]	G = 6.2*[100 µM]	H = 4.9*[100 µM]	I = 33[100 µM]

COC(=O)[C@H](Cc1ccc(O)cc1)NC(=O)[C@H](Cc1ccccc1)NCc1cccc(O)c1
  A = 107	B = 101	C = 88	D = 100	E = 101	F = 108	G = 105	H = 87	I = 102

O=C(O)c1cc(N=Nc2ccc(-c3ccc(N=Nc4ccc(N=Nc5ccc(O)c(C(=O)O)c5)c5cc(S(=O)(=O)O)ccc45)cc3)cc2)ccc1O
  A = 110	B = 110	C = 95	D = 110	E = 100	F = 101	G = 105	H = 96	I = 100

COc1ccccc1/C=N\NC(=O)C(=O)N/N=C\c1ccccc1OC
  A = 110	B = 112	C = 97	D = 109	E = 110	F = 114	G = 116	H = 114	I = 91

COc1ccc(C)cc1C(=O)C[n+]1ccccc1
  A = 100	B = 98	C = 91	D = 104	E = 104	F = 101	G = 108	H = 99	I = 99

O=C(CCN1C(=O)/C(=C/c2ccc(Cl)cc2)SC1=S)NCCN1CCOCC1
  A = 116	B = 103	C = 94	D = 102	E = 103	F = 92	G = 102	H = 90	I = 100

N#Cc1cn(-c2cc(Cl)cc(Cl)c2)c(C(=O)c2ccccc2)c1N
  A = 108	B = 101	C = 96	D = 101	E = 103	F = 100	G = 105	H = 89	I = 98

CCOCc1nc(N)nc(N)c1-c1ccc(Cl)c(Cl)c1
  A = 112	B = 86	C = /	D = 74	E = 107	F = 93	G = 67	H = 94	I = 111

C/C1=C\CC2CCC(C)(O)C(CCC3(C)OC3CC1)C2(C)C (stereo unspecified)
  A = 99	B = 101	C = 110	D = 96	E = 108	F = 91	G = 102	H = 75	I = 111

CN(C)CCCNC1=C(Cl)C(=O)c2ccccc2C1=O
  A = -86*	B = -32*	C = 98&102	D = -58*	E = 99&92	F = -49*	G = 84&79	H = -30*!	I = -79*

CCOC(=O)c1c(C)nc2c(c1N)C(=O)C(=O)N2Cc1ccccc1
  A = 110	B = 16	C = 81	D = 33	E = 96	F = 34	G = 89	H = 51	I = 62

Cc1cc(CN(Nc2ccccc2)c2ccccc2)cc(C)n1
  A = 94	B = 69	C = 97	D = 99	E = 107	F = 79	G = 93	H = 80	I = 94

CC(C)(C#CC(C)(C)OC(=O)Nc1ccccc1)OC(=O)Nc1ccccc1
  A = 106	B = 114	C = 106	D = 103	E = 113	F = 108	G = 109	H = 103	I = 100

O=C(c1ccc(I)cc1)N1CCN(C(=O)c2ccc(I)cc2)CC1
  A = 120	B = 95	C = 99	D = 102	E = /	F = 109	G = 104	H = 96	I = 98

CC(C)=CC/C=C(/C)[C@H]1CC[C@]2(C)[C@@H]1CC[C@@H]1[C@@]3(C)C/C(=C/c4cccnc4)C(=O)C(C)(C)[C@@H]3CC[C@]12C
  A = 133	B = 108	C = 103	D = 107	E = 111	F = 100	G = 104	H = 83	I = 101

CCOc1cc(/C=N\NC(N)=S)ccc1O
  A = 106	B = 94	C = 108	D = 92	E = 95	F = 97	G = 102	H = 82	I = 89

CN[C@]1(c2ccccc2Cl)CCCC[C@@H]1NCCc1ccc(OC)c(OC)c1
  A = 102	B = 95	C = 94	D = 101	E = 97	F = 102	G = 106	H = 89	I = 99

Nc1cc(C(=O)NC=Nc2ccc(OC(F)F)c(OCc3ccccc3)c2)nn1CC(O)c1ccccc1 (stereo unspecified)
  A = 119	B = 107	C = 98	D = 100	E = 101	F = 99	G = 99	H = 98	I = 105

CCOC(=O)c1cnc2c(cnn2CC)c1NN=C(C)C
  A = 113	B = 85	C = 87	D = 104	E = 95	F = 86	G = 106	H = 74	I = 97

COc1cc2c(cc1OC)CN(CCCCOc1cc(O)c3c(=O)cc(-c4ccccc4)oc3c1)CC2
  A = -44*	B = -6.9*	C = 63	D = 63	E = 93	F = 21	G = 50	H = 58	I = 67

CC(=O)c1ccc(NCC(=O)Nc2ccccn2)cc1
  A = 103	B = 109	C = 91	D = 102	E = 103	F = 109	G = 104	H = 107	I = 96

Cc1nc(-c2ccccc2)ccc1-c1nnc(SCC(C)C)o1
  A = 99	B = 100	C = 98	D = 102	E = 110	F = 98	G = 102	H = 98	I = 96

Cc1n[nH]c(C)c1N=Nc1cccc2c1C(=O)c1ccccc1C2=O
  A = 104	B = 97	C = 87	D = 85	E = /	F = 78	G = 97	H = 87	I = 85

COc1ccc([C@H]2c3[nH]c4ccccc4c3C[C@@H]3C(=O)N(C4CCN(Cc5ccccc5)CC4)CC(=O)N23)c(OC)c1
  A = 67	B = 43	C = 82	D = 80	E = 90	F = 48	G = 54	H = 87	I = 94

Cc1ccc(S(=O)(=O)Oc2ccccc2C)cc1
  A = 109	B = 101	C = 98	D = 100	E = 119	F = 91	G = 101	H = 77	I = 98

COc1ccccc1C(=O)/C=C/c1ccccc1
  A = 117	B = 57	C = /	D = 67	E = 86	F = 53	G = 66	H = 82	I = 83

Cc1ccc2nc(COc3ccc(NC(=S)NCCc4ccccc4)cc3)[nH]c2c1
  A = 123	B = 109	C = 87	D = 113	E = 104	F = 102	G = 111	H = 74	I = 97
